Screens deposited in PubChem BioAssay by National Center for Advancing Translational Sciences (NCATS).
TDP43 rescue – TDP-43 toxicity inhibition in yeast | TDP-43 expressing yeast growth rescue, BacTiter-Glo, 24 h | Potency, µM (doses to about 46.1 µM), for inactives: at the top dose growth rescue (activation), usual class: activators | 410,000 tested, 1.8% active | AID 652104; also: potency is read from the fitted curve at half-maximal effect; % of control where 0% means no effect; nearly all actives have a fitted effect of over 50% in size
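Galactose-induced TDP-43 yeast, OD600=0.02, compound pinned; 24 hr, 30 deg C; BacTiter-Glo luminescence for growth. Inhibitors of TDP-43 toxicity read as activators.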
GLP-1R inv ag – inverse agonists of human GLP-1 receptor | P43220 | HEK293 GLP-1R CRE-luciferase, luminescence, 24 h; GLP-1R form is constitutively active | Potency, µM (series often up to 38.3 µM), for inactives: at the highest dose activity change, negative = inhibition, hits mostly inhibitors | 410,000 tested, 1.6% active | AID 624417; also: potency is read from the fitted curve at half-maximal effect; % is scaled to controls: 0 for no effect and ±100 for the full control effect; nearly all actives have a fitted effect of over 55% in size
Target sequence (P43220 whole entry, looked up): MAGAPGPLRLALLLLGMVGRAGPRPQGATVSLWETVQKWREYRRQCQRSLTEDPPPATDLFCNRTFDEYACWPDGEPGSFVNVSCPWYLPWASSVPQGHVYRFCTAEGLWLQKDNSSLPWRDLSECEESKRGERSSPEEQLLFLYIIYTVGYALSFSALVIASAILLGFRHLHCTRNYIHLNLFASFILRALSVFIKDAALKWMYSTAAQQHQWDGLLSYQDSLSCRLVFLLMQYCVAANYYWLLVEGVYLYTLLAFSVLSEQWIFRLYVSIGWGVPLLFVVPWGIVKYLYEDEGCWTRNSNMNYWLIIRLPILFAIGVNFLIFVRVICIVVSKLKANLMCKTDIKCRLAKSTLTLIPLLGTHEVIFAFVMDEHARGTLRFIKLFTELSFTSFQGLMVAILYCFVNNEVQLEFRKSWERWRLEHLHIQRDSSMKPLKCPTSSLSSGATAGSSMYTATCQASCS
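HEK293 cells stably co-expressing constitutively active GLP-1R and a cAMP-responsive luciferase reporter were seeded in DMEM with 10% Nu serum, given compounds after 12 h, and incubated 24 h at 37 deg C. Luminescence was then read.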
MmCpn inh – inhibitors of Methanococcus maripaludis chaperonin (MmCpn). purified Mm-Cpn ATPase, ADP Transcreener TR-FRET. Potency, µM (highest dose often 76.9 µM), for the others: at the top dose activity, negative = inhibition, hits mostly inhibitors. 330,000 tested, 0.031% active; also: potency is read from the fitted curve at half-maximal effect; % is scaled to controls: 0 for no effect and ±100 for the full control effect; nearly all actives have a fitted effect of over 80% in size
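Compound-treated chaperonin, 25 nM final, turns over 10 uM ATP at 37°C for 30 min following a 10 min preincubation; ADP generated competes with ADP-d2 for Eu-cryptate antibody, lowering FRET.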
Abeta yeast res – compounds reversing amyloid beta toxicity in yeast. yeast expressing A-beta42, growth rescue, OD600, 48 h; response scale: 0% DMSO, 100% iron-clioquinol control. Potency, µM (highest dose often 46.1 µM), inactives show at the top dose growth rescue, hits mostly activators. 410,000 tested, 0.063% active. AID 1347071; also: potency is read from the fitted curve at half-maximal effect; nearly all actives have a fitted effect of over 55% in size
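Growth rescue measured by 600 nm absorbance after 48 h yeast culture at 30 C with compound. Values normalized between DMSO and an equimolar ferric chloride plus clioquinol control.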
PTHR1 agonist – PTHR1 (human) receptor agonism; Q03431; HEK293 GP2 PTHR1 cells, GloSensor cAMP luminescence, 1 h; Potency, µM (doses to about 115 µM), without a hit: at the highest dose activation, actives largely listed as activators; 410,000 tested, 0.075% active; AID 743266; also: potency is read from the fitted curve at half-maximal effect; nearly all actives have a fitted effect of over 55% in size; some results filed as inactive show a strong effect at the top dose; inactives centre near -15; many of its hits are not listed in these tables
Target sequence (Q03431 whole entry, looked up): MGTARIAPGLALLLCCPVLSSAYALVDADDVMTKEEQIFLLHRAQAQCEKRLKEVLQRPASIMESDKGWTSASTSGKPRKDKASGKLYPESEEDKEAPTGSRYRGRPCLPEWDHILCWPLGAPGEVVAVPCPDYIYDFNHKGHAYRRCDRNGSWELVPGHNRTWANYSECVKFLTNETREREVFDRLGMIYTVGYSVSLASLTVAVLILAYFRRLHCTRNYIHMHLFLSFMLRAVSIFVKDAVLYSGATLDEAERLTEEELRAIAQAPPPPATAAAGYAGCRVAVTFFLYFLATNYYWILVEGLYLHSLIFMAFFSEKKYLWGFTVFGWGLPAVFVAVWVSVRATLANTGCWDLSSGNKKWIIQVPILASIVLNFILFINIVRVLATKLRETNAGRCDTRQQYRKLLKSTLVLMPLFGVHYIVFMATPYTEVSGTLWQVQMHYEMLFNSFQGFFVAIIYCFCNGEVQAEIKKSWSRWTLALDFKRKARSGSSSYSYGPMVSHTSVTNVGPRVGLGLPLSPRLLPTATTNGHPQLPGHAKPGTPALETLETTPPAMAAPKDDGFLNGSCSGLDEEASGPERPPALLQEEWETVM
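HEK-293-derived GP2 cells expressing PTHR1 and a GloSensor cAMP reporter, 3,000/well, plated overnight, given luciferin plus IBMX (each 0.5 mM as added) for 1 h at 37 °C, then compound for 1 h at 37 °C. Luminescence was read after 15 min at room temperature.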
FUS yeast rescue – suppressors of FUS proteinopathy in yeast | S. cerevisiae FUS-expressing, growth rescue, OD600, 24 h | Potency, µM (highest dose often 76.6 µM), for inactives: at the top dose growth rescue (activation), most hits filed as activators | 390,000 tested, 0.24% active | AID 1347120;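 also: potency is read from the fitted curve at half-maximal effect; plate controls were DMSO vehicle for no effect and reference control for full effect; nearly all actives have a fitted effect of over 55% in size; some results filed as inactive show a strong effect at the top dose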
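Restored growth of FUS-toxic S. cerevisiae, read as 600 nm absorbance after 24 h at 30C in galactose medium (starting OD 0.005). Controls CP55940 and DMSO.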
aSyn yeast inh – rescues yeast growth from alpha-synuclein toxicity; Potency, µM (top dose mostly 46.1 µM), for the others: at the highest dose growth rescue (activation), usual class: activators; 370,000 tested, 0.14% active; Yeast expressing alpha-synuclein, growth rescue, BacTiter-Glo, 24 h; also: potency is read from the fitted curve at half-maximal effect; % of control where 0% means no effect; nearly all actives have a fitted effect of over 65% in size
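Readout is rescue of growth in alpha-synuclein-expressing yeast, so inhibitors of toxicity appear as activators. Growth after 24 hr at 30 deg C in galactose medium is quantified by luminescence.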
HEK293 tox – cytotoxicity counter-screen for GLP-1 receptor inverse agonists; HEK293 cAMP-luciferase reporter cells, luminescence, 24 h; Potency, µM (top dose mostly 38.3 µM), for inactives: top-dose activity change, negative = inhibition, usual class: inhibitors; 410,000 tested, 0.13% active; AID 624418;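 also: loss of luciferase light is scored as toxicity; potency is read from the fitted curve at half-maximal effect; % is scaled to controls: 0 for no effect and ±100 for the full control effect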
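1536-well qHTS counterscreen of the MLSMR; 200 cells/uL, 12 h pre-incubation, 23 nL cpd, 24 h at 37 deg C 5% CO2, luciferase detection reagent, 12 min RT, luminescence. Inhibition = undesired.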
Akt phos inh – blocks phosphorylation of Akt. Neuro2A IGF-stimulated pAkt S473 HTRF, 20 min; active compounds read low. activity change, % for hits at 50 µM. 360,000 tested, 0.32% active. AID 651550; in the data active = activity change below about -80%; inconclusive = mostly about -51% to -80%; also: % is scaled to controls: 0 for no effect and ±100 for the full control effect
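Single-point screen (50 µM final compound) in Neuro2A cells stimulated 20 min with 6 nM IGF at 37 deg C. After lysis, Ser473-phosphorylated Akt read by HTRF (ex 330 nm, em 615/665 nm) as the 665/615 ratio.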
Starred values were filed as active, the others as inactive; i = inactive; ? = inconclusive; . = not tested or not shown; & = joins results of further samples; [ ] = another dose, or the depositor's remark. Unless noted, calls follow the shape of the dose curve; as a rule, active = well fitted curve in the direction sought with a large enough effect; inconclusive = small, poorly fitted or top-dose-only effect, or another doubt; inactive = no such curve, though single readings can be large; an effect the other way counts as inactive or inconclusive. These rows are one share of the data (hit frequency here may not be typical).

SMILES	TDP43 rescue	GLP-1R inv ag	MmCpn inh	Abeta yeast res	PTHR1 agonist	FUS yeast rescue	aSyn yeast inh	HEK293 tox	Akt phos inh
CC(/C=C1\SC(=S)N(CCC(=O)Nc2ccc(O)cc2)C1=O)=C\c1ccccc1	-2%	?	2%	-4%	i	?	6%	-24%	i
COc1ccc(-c2noc(N3CCN(c4ccc(Cl)cc4)CC3)n2)cc1OC	27%	1%	.	-21%	-23%	4%	.	-6%	.
O=C(NC1CCSc2ccccc21)c1c(F)cccc1Cl (configuration not stated)	29%	-18%	-1%	-12%	-12%	-12%	-2%	0%	i
O=C(NCCN1CCN(S(=O)(=O)c2ccccc2)CC1)C(=O)Nc1ccc(F)cc1	-17%	-11%	-2%	3%	i	18%	-2%	-1%	i
CS(=O)(=O)N1CCC(C(=O)Nc2ccc(Oc3ccccc3)cc2)CC1	-16%	-17%	1%	17%	-48%[inhibitor]	11%	-8%	-18%	i
COc1cccc(C(=O)Cn2c(Br)nc3c2c(=O)n(C)c(=O)n3C)c1	-1%	0%	0%	13%	-15%[57.5 µM]	21%	12%	-15%	i
COCCNC(=O)C(c1ccc(C)cc1)N(CCOC)C(=O)CCC(=O)Nc1nccs1 (configuration not stated)	-9%	1%	0%	13%	i	-18%	5%	-6%	i
O=C(NCc1csc(-c2cccs2)n1)C1CCC1	0%	0%	-9%	13%	i	7%	3%	4%	i
COCCN1CCN(c2c3c(nc4cc(-c5cccc(F)c5)nn24)CCC3)CC1	-5%	15%	0%	0%[9.22 µM]	-14%	-36%	14%	3%	i
O=C(O)COCC(=O)N1CCN(C2c3ccccc3-c3ccccc32)CC1	0%	?	0%	-7%	-10%	?	-5%	-3%	i
Cc1c(CN2CCC(C)CC2)c(=O)n(-c2ccccc2)n1C	-12%	4%	-1%	6%	17%[57.5 µM]	13%	-10%	-10%	.
CCN(CC)c1ccc(S(=O)(=O)N2CCOCC2)cc1NC(=O)COC(=O)/C=C/c1ccc(C)o1	4%	?	-2%	11%	-26%	26%	-2%	?	i
Cc1cc(C)cc(NC(=S)NCc2ccc(F)cc2)c1	26%	?	0%	1%	i	0%	-2%	?	i
Clc1ccc(CCNC(c2cccc(Cl)c2)c2nnc(-c3ccccc3)o2)cc1 (configuration not stated)	20%	?	.	21%	-24%	28%	.	1%	.
COc1ccccc1NC(=O)C(CCS(C)(=O)=O)N1C(=O)c2ccccc2C1=O (configuration not stated)	4%	-5%	-3%	16%	i	-3%	7%	-13%	i
O=C(CN1C(=O)/C(=C/c2ccccc2)SC1=S)NC1CCS(=O)(=O)C1 (configuration not stated)	18%	1%	0%	-10%	-8%	-12%	5%	-7%	.
Cc1ccc(S(=O)(=O)Nc2ccccc2C(=O)OC(C)C(=O)Nc2ccc3ccccc3c2)cc1[N+](=O)[O-] (configuration not stated)	2%	?	-3%	0%	i	?	1%	-8%[1.53 µM]	i
COc1cc(NC(=O)c2cc(-c3ccco3)on2)c(OC)cc1Cl	-16%	5%	-5%	0%	i	7%	-8%	3%	i
Nc1c(-c2ccccc2)n[nH]c1-c1ccccc1	3%	4%	-5%	-1%	-38%[inhibitor]	-2%	-20%	-15%	i
Cc1nnc2sc(SCC(=O)Nc3ccc(Cl)cc3)nn2c1=O	.	25%	0%	5%	-56%[inhibitor]	20%	3%	-8%	i

Rewritten with each value named: part of the list above.
COCCN1CCN(c2c3c(nc4cc(-c5cccc(F)c5)nn24)CCC3)CC1
  TDP43 rescue = -5% | GLP-1R inv ag = 15% | MmCpn inh = 0% | Abeta yeast res = 0%[9.22 µM] | PTHR1 agonist = -14% | FUS yeast rescue = -36% | aSyn yeast inh = 14% | HEK293 tox = 3% | Akt phos inh = i
O=C(O)COCC(=O)N1CCN(C2c3ccccc3-c3ccccc32)CC1
  TDP43 rescue = 0% | GLP-1R inv ag = ? | MmCpn inh = 0% | Abeta yeast res = -7% | PTHR1 agonist = -10% | FUS yeast rescue = ? | aSyn yeast inh = -5% | HEK293 tox = -3% | Akt phos inh = i

Carrying on:
SMILES	TDP43 rescue	GLP-1R inv ag	MmCpn inh	Abeta yeast res	PTHR1 agonist	FUS yeast rescue	aSyn yeast inh	HEK293 tox	Akt phos inh
COc1ccc(Cc2nnc(N=Nc3c(O)[nH]c4ccc(Br)cc34)[nH]c2=O)cc1	-12%	0%	3%	3%	-17%	.	4%	0%	i
Cc1ccc(C(=O)O)cc1Nc1nc2ccccc2n2nnnc12	-17%	35%[activator]	.	-13%	i	11%	.	1%	.
CCc1ccc(OCc2ccc(C(=O)NCc3ccccn3)o2)cc1	19%	-29%	-3%	20%	-77%[inhibitor][57.5 µM]	18%	-5%	18%	i
CCC(CC)C(=O)N=C1SC2CS(=O)(=O)CC2N1CCc1ccc(OC)c(OC)c1 (configuration not stated)	-4%	57%[activator]	1%	11%	-4%	3%	0%	4%	i
Cc1ccc(NC(=O)Cn2cc(C(=O)C3CC3)c3ccccc32)c(C)c1	-10%&-5%	-17%&7%	4%	-13%&-16%	?	7%&-15%	-5%	3%&0%	i
CCN1CCN(CCCNC(=O)c2csc3c2CCCCC3)CC1	-27%	?	1%	3%	i	27%	-7%	5%	.
O=C(COc1ccc(F)cc1)Nc1nnc(C2CC2)s1	-17%	76%[activator]	3%	-8%	-18%	23%	7%	13%	i
O=C(COc1ccccc1)NCC(c1ccco1)N1CCN(c2ccccc2F)CC1 (configuration not stated)	-18%	?	2%	17%	-23%	21%	-6%	3%	i
CC(C(=O)Nc1ccccc1F)N1C(=O)c2ccccc2C1=O (configuration not stated)	12%	5%	1%	7%	i	-1%	6%	-10%	i
COc1cccc(CNC(=O)C(C)n2ccc3cc(S(=O)(=O)N4CCCC4)ccc32)c1 (configuration not stated)	-5%	-22%	-6%	-3%	-24%	10%	-1%	-9%	i
Cc1cc(C)c2c(c1)/C(=N/NC(=S)Nc1ccc(F)cc1)CCC2	16%	?	4%	-9%	i	?	-14%	9%	i
CCc1ccc(NC(=O)c2cc(S(=O)(=O)N3CCCC3)ccc2F)cc1	12%	?	.	0%&3%	-29%&-93%	?	-2%	1%&2%	i
COc1ccc(C(=O)NNC(=O)c2ccccn2)cc1	?	?	-10%	-74%[inhibitor]	-41%[inhibitor]	1%	-49%[inhibitor]	0%	i
Cc1ccc(-c2csc(=S)n2CC(=O)OCC(=O)NC(C)C(C)C)cc1 (configuration not stated)	-22%	13%	0%	-7%	-41%[inhibitor]	18%	6%	10%	i
CCCS(=O)(=O)N1CCCC(C(=O)NCCCN2CCN(c3ccccc3F)CC2)C1 (configuration not stated)	-7%	-25%	-2%	0%	i	-4%	-14%	-13%	i
CC1CCC(NC(=O)CC2Oc3ccccc3NC2=O)CC1 (configuration not stated)	1%	5%	-1%	-16%	-13%	-17%	1%	-1%	i
COc1ccc(NC(=O)Nc2cccc(OC)c2)cc1	-14%	-3%	.	-26%	i	33%	-25%	-15%	i
Cc1cccc(C)c1NC(=O)CN(C)C(=O)CCC(=O)N1CCOCC1	1%	-7%	1%	-6%	-38%[inhibitor]	3%	2%	3%	i
COc1cc(NC(=S)Nc2ccc(N(C)C(C)=O)cc2)cc(OC)c1	-18%	-10%	-6%	-13%	5%	?	0%	5%	i
COc1cc(C(=O)NCC(c2ccco2)S(=O)(=O)c2ccccc2)cc(OC)c1OC (configuration not stated)	9%	26%	.	-13%	i	14%	.	0%	.

For reference, part of the list above:
SMILES	TDP43 rescue	GLP-1R inv ag	MmCpn inh	Abeta yeast res	PTHR1 agonist	FUS yeast rescue	aSyn yeast inh	HEK293 tox	Akt phos inh
COc1cccc(CNC(=O)C(C)n2ccc3cc(S(=O)(=O)N4CCCC4)ccc32)c1 (configuration not stated)	-5%	-22%	-6%	-3%	-24%	10%	-1%	-9%	i
Cc1cc(C)c2c(c1)/C(=N/NC(=S)Nc1ccc(F)cc1)CCC2	16%	?	4%	-9%	i	?	-14%	9%	i
CCc1ccc(NC(=O)c2cc(S(=O)(=O)N3CCCC3)ccc2F)cc1	12%	?	.	0%&3%	-29%&-93%	?	-2%	1%&2%	i
COc1ccc(C(=O)NNC(=O)c2ccccn2)cc1	?	?	-10%	-74%[inhibitor]	-41%[inhibitor]	1%	-49%[inhibitor]	0%	i
Cc1ccc(-c2csc(=S)n2CC(=O)OCC(=O)NC(C)C(C)C)cc1 (configuration not stated)	-22%	13%	0%	-7%	-41%[inhibitor]	18%	6%	10%	i
CCCS(=O)(=O)N1CCCC(C(=O)NCCCN2CCN(c3ccccc3F)CC2)C1 (configuration not stated)	-7%	-25%	-2%	0%	i	-4%	-14%	-13%	i
CC1CCC(NC(=O)CC2Oc3ccccc3NC2=O)CC1 (configuration not stated)	1%	5%	-1%	-16%	-13%	-17%	1%	-1%	i
COc1ccc(NC(=O)Nc2cccc(OC)c2)cc1	-14%	-3%	.	-26%	i	33%	-25%	-15%	i
Cc1cccc(C)c1NC(=O)CN(C)C(=O)CCC(=O)N1CCOCC1	1%	-7%	1%	-6%	-38%[inhibitor]	3%	2%	3%	i
COc1cc(NC(=S)Nc2ccc(N(C)C(C)=O)cc2)cc(OC)c1	-18%	-10%	-6%	-13%	5%	?	0%	5%	i
COc1cc(C(=O)NCC(c2ccco2)S(=O)(=O)c2ccccc2)cc(OC)c1OC (configuration not stated)	9%	26%	.	-13%	i	14%	.	0%	.
